Tb PFK block – qHTS Assay to Find Inhibitors of T. brucei phosphofructokinase; ATP-dependent 6-phosphofructokinase (Trypanosoma brucei brucei), O15648; hit rate 0.17% among 330,000; Potency, µM (series often up to 57.5 µM), inactives show at the top dose activity, negative = inhibition, hits mostly inhibitors; T. brucei PFK, ADP-Glo luminescence;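 note: potency is the fitted concentration of half-maximal effect; 0% = uninhibited 1x PFK enzyme wells and -100% = no-enzyme wells; nearly all actives have a fitted effect of over 60% in size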
Target sequence (O15648 whole entry, looked up): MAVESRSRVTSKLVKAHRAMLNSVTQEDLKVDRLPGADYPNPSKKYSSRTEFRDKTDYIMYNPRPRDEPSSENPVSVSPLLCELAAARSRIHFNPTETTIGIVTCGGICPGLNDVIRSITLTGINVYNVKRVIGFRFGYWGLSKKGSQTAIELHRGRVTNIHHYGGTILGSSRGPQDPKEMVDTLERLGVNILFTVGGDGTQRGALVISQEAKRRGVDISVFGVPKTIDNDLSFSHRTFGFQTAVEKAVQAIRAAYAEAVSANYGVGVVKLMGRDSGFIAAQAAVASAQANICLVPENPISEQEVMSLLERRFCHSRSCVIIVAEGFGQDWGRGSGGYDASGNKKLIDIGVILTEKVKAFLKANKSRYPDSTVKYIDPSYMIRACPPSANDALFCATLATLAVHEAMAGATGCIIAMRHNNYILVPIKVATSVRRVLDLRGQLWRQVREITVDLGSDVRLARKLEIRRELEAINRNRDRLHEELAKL
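Luminescent ADP detection (ADP-Glo, two-step: ATP depletion then ADP-to-ATP conversion for luciferase) reported PFK activity after 45 min room-temperature reaction of 1.25 nM enzyme with 0.5 mM F6P and 0.1 mM ATP at pH 8.0.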
MLL CXXC-DNA inh – qHTS Fluorescence Polarization Assay for Inhibitors of MLL CXXC domain - DNA interaction | Histone-lysine N-methyltransferase 2A (Homo sapiens), Q03164 | MLL-CXXC / FITC-HOXA9 DNA fluorescence polarization | Potency, µM (doses to about 115 µM), inactives show at the top dose activity change, negative = inhibition, hits mostly inhibitors | hit rate 0.037% among 290,000 | AID 2662, 2010; active = well fitted inhibition curve with a large enough effect in the polarisation, with a control signal flat, not every such curve was filed as active; inconclusive = small, poorly fitted or top-dose-only effect, or effect the other way, or a change in a side signal; inactive = no such curve, though single readings can be large or run the other way; the % refers to the polarisation; note: potency is the fitted concentration of half-maximal effect
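Purified MLL-CXXC (added from a 7 uM solution) was preincubated 5 min at ambient with pinned compounds in 50 mM Tris-HCl pH 7.5, 50 mM NaCl, 1 mM DTT, 0.05% BSA. Fluorescein-labeled HOX-A9 DNA (50 nM solution) followed, 30 min, then polarization read.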
Coupling enz – qHTS Assay for Inhibitors of Fructose-1,6-bisphosphate Aldolase from Giardia Lamblia: Coupling assay counterscreen; hit rate 0.67% among 290,000; coupling enzyme system counterscreen, AmpLite Red fluorescence; activity change, negative = inhibition, % at 58.2 µM, hits read low; in the data active = activity change below about -30%; note: % is set by controls: 0 for no effect and ±100 for the full control effect
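Final compound at 57.5 uM, incubated 10 min at RT with coupling enzyme reagent (glyceraldehyde-3-phosphate), then 20 min with substrate and AmpLite Red detection. Fluorescence read at 525/598 nm; tests interference with the coupling assay, not aldolase inhibition.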
AT treatment – qHTS Assay for Identifying a Potential Treatment of Ataxia-Telangiectasia | […] A-T fibroblasts, KAP-1 phosphorylation AlphaLISA; neocarzinostatin DNA damage 30 min before lysis | Potency, µM (doses to about 57.5 µM), for inactives: at the highest dose activation, actives largely listed as activators | hit rate 0.19% among 320,000 | AID 485349, 2010; note: potency is the fitted concentration of half-maximal effect; % of control where 0% means no effect; nearly all actives have a fitted effect of over 45% in size
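hTERT-immortalized A-T patient fibroblasts ([…]), 500 cells/well in OPTI-MEM, 1% FBS, got compounds for 60 min, then NCS for 30 min at 37C. Lysates were then assayed for phospho-KAP-1 by AlphaLISA (anti-pKAP1 donor, anti-KAP1 acceptor beads), 6 hr at 25C.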
GALK inhibitor – qHTS Assay for Inhibitors of Human Galactokinase (GALK); P51570; Potency, µM (highest dose often 57.5 µM), inactives show at the top dose activity change, negative = inhibition, actives largely listed as inhibitors; hit rate 0.007% among 270,000; AID 1868, 2009; Purified GALK, Kinase-Glo residual ATP luminescence; note: potency is the fitted concentration of half-maximal effect; % is set by controls: 0 for no effect and ±100 for the full control effect
Target sequence (P51570 whole entry, looked up): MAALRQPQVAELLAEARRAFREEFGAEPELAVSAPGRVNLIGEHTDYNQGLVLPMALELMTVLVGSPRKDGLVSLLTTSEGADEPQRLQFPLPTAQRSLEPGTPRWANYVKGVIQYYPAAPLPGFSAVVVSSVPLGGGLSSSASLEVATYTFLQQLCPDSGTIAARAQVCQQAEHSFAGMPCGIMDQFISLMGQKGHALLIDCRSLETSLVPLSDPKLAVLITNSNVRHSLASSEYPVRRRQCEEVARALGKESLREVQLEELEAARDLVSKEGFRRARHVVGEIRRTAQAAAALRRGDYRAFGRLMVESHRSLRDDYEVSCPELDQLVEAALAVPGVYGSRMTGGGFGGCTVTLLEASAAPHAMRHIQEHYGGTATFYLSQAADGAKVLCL
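Human GALK (5 nM) with 35 uM ATP and 100 uM galactose in 20 mM HEPES pH 8.0, 5 mM MgCl2, 60 mM NaCl, 1 mM DTT, 0.01% BSA. After 1 h at room temperature, leftover ATP was read by Kinase-Glo Plus luminescence.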
hERG WT inh – qHTS for Inhibitors of KCHN2 3.1: Wildtype qHTS | Voltage-gated inwardly rectifying potassium channel KCNH2 (Homo sapiens), Q12809 | U2OS, BacMam KCNH2, thallium flux FluxOr; hits give low values | activity change, % at 1.84 µM | hit rate 0.37% among 340,000;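 active = maximum activity change below -70%; inconclusive = maximum activity change between -70% and -50%; inactive = maximum activity change above -50%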; note: % is set by controls: 0 for no effect and ±100 for the full control effect
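U2OS cells were transduced with wild-type KCNH2 virus (2.03 x 10^8 / mL) for 4 h at room temperature, then cultured overnight at 37 C. Thallium flux was read with FluxOr dye. Rate constants were normalized to DMSO controls.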
Giardia killer – Small Molecules that selectively kill Giardia lamblia: qHTS | Giardia lamblia trophozoite viability | activity change, % at 7.66 µM, hits read low | hit rate 0.15% among 340,000; in the data active = activity change below about -80%; inconclusive = between about -30% and that limit;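 note: parasites exposed to compound for two days anaerobically before the ATP read; % is set by controls: 0 for no effect and ±100 for the full control effect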
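Each well holds 100 Giardia trophozoites and compound. After two days (48 hrs) at 37 deg C in anaerobic conditions, ATP is quantified by luminescence.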
BCR signal inh – qHTS Assay to Find Inhibitors of Chronic Active B-Cell Receptor Signaling. Potency, µM (titrated, usually from 46.1 µM), for the others: at the highest dose ratio change, negative = lower green/red ratio, hits mostly inhibitors. ABC-DLBCL IkBa-CBG/CBR reporter, luminescence ratio, 4 h. AID 493014, 2011. hit rate 0.05% among 340,000; active = well fitted inhibition curve with a large enough effect in the signal ratio, with a control signal flat, not every such curve was filed as active; inconclusive = small, poorly fitted or top-dose-only effect, or effect the other way, or a change in a side signal; the % refers to the signal ratio;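 note: potency is the fitted concentration of half-maximal effect; plate controls were basal doxycycline-induced cells for no effect and cells given 10 µM MG132 for full effect; MG132 reads +100%, hits lower the ratio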
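Doxycycline induced both beetle luciferases in TMD8 lymphoma cells; IKK-driven degradation limits the IkappaBalpha-fused green signal, while red luminescence normalises for cell number and nonspecific effects. Compounds tested up to 46 uM, 4 hrs.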
TCR activator – Activators of T cell receptors: qHTS campaign | primary human leukocytes, anti-CD3, IL-2 HTRF, 48 h | Potency, µM (highest dose often 9.22 µM), for inactives: at the top dose activation of IL-2 secretion, most hits filed as activators | 330,000 tested, under 10 active; note: % of control where 0% means no effect
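Primary human leukocytes receive a-CD3 beads and test compound and are incubated 48 hr. Secreted IL-2 is then assayed by HTRF, measuring 665nm acceptor emission after 320nm excitation of the europium donor.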
TSHR antagonist – Antagonists of the Thyroid Stimulating Hormone Receptor: HTS campaign | hit rate 0.2% among 330,000 | activity change, negative = inhibition, % at 11.5 µM | AID 504810, 2011 | TSHR-expressing cells, TSH-stimulated cAMP HTRF, 2 h; hits give low values | Thyrotropin receptor (Homo sapiens), P16473;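 active = activity change below a set negative limit, meaning inhibition stronger than a set level, cut at about -70% in these data; inconclusive = activity change between two set negative limits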; note: % is set by controls: 0 for no effect and ±100 for the full control effect
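Competitive HTRF cAMP read-out (cryptate anti-cAMP antibody, cAMP-d2; 30 min, room temperature) in freshly harvested TSHR cells. Compounds added before TSH at EC80 (4nM final), followed by 2 hours' incubation at 37 deg C.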
Active calls of the source: *; [ ] = another dose, or the depositor's remark. Unless noted, calls come from the whole dose curve; as a rule, active = well fitted curve in the direction sought with a large enough effect; inconclusive = small, poorly fitted or top-dose-only effect, or another doubt; inactive = no such curve, though single readings can be large; an effect the other way counts as inactive or inconclusive.

Cc1cccc(N2CCN(c3ccc(C(N)=O)cc3[N+](=O)[O-])CC2)c1C was read as Tb PFK block -2%, MLL CXXC-DNA inh 3%, Coupling enz 1, AT treatment -2%, GALK inhibitor 0%, hERG WT inh 0, Giardia killer 9, BCR signal inh -3%, TCR activator -8% and TSHR antagonist -4.
For COc1ccccc1C(=O)COC(=O)Cc1n[nH]c(=O)c2ccccc12 the results were Tb PFK block -1%, AT treatment -4%, hERG WT inh -10, Giardia killer 3, BCR signal inh 1%, TCR activator -4% and TSHR antagonist -4.
Screening CCc1ccc(NC(=O)C2=CC=CN3CCS(=O)(=O)N=C23)cc1 returned Tb PFK block -1%, AT treatment -2%, hERG WT inh -3, Giardia killer -20, BCR signal inh inconclusive, TCR activator -4% and TSHR antagonist 0.
Screening O=C(c1cccnc1)N1CCN(Cc2ccc3c(c2)OCO3)CC1 returned Tb PFK block 0%, MLL CXXC-DNA inh -5%, Coupling enz -1, AT treatment 4%, GALK inhibitor -2%, hERG WT inh 5, Giardia killer -10, BCR signal inh -6%, TCR activator 5% and TSHR antagonist 11.
Screening O=C(CSc1nccc(=O)[nH]1)NC1CCCC1 returned Tb PFK block 1%, MLL CXXC-DNA inh -5%, Coupling enz 4, AT treatment -2%, GALK inhibitor 6%, hERG WT inh 1, Giardia killer 6, BCR signal inh 0%, TCR activator -2% and TSHR antagonist 2.
For COC(=O)c1oc2ccc(Br)cc2c1NC(=O)CCCN1C(=O)c2ccccc2C1=O the results were Tb PFK block 3%, MLL CXXC-DNA inh 4%, Coupling enz 3, AT treatment -7%, GALK inhibitor -1%, hERG WT inh -3, Giardia killer -24, BCR signal inh 8%, TCR activator -1% and TSHR antagonist -2.
COc1cccc(/C=N/NC(=O)c2ccoc2C)c1 was read as Tb PFK block -17%, MLL CXXC-DNA inh -10%, Coupling enz 0, AT treatment -5%, GALK inhibitor 7%, hERG WT inh -3, Giardia killer -10, BCR signal inh inconclusive, TCR activator -1% and TSHR antagonist 0.
`C=CCNC(=O)c1cc2c(=O)n3cc(C)ccc3nc2nc1NCC1CCCO1` (stereo not drawn) gave Tb PFK block -4%, MLL CXXC-DNA inh 13%, Coupling enz 10, AT treatment 1%, GALK inhibitor 1%, BCR signal inh 6%, TCR activator -6%[46.1 µM] and TSHR antagonist -4.
Cc1cc(C(F)(F)F)nc(NCc2ccc(F)cc2)n1 was read as Tb PFK block -3%, MLL CXXC-DNA inh 3%, Coupling enz 1, AT treatment inconclusive, GALK inhibitor 3%, hERG WT inh -1, Giardia killer 1, BCR signal inh 7%, TCR activator -3% and TSHR antagonist -4.
CCn1c(=O)c(C(=O)CN2CCN(S(=O)(=O)c3ccc(C)cc3C)CC2)c(N)n(Cc2ccccc2)c1=O was read as Tb PFK block -2%, MLL CXXC-DNA inh 2%, Coupling enz 0, AT treatment 0%, GALK inhibitor 1%, hERG WT inh 24, Giardia killer -1, BCR signal inh 0%, TCR activator 0%[46.1 µM] and TSHR antagonist -8.
CCC(Sc1nc2ncccc2[nH]1)C(=O)N1CCOCC1 (stereo not drawn) was read as Tb PFK block 3%, MLL CXXC-DNA inh -8%, Coupling enz 0, AT treatment -8%, hERG WT inh 6, Giardia killer 7, BCR signal inh 0%, TCR activator 2% and TSHR antagonist 11.
`Cc1cc(C)c(OC2(c3ccccc3)OC(=O)c3ccccc32)c(C)c1` (stereo not drawn) gave Tb PFK block 0%, MLL CXXC-DNA inh 1%, Coupling enz -7, AT treatment 1%, GALK inhibitor 1%, hERG WT inh -2, Giardia killer 1, BCR signal inh 21%, TCR activator 2% and TSHR antagonist -24.
Screening COc1ccccc1CNC(=O)c1ccc(Cl)c(NC2=NC3CS(=O)(=O)CC3S2)c1 (stereo not drawn) returned Tb PFK block 3%, Coupling enz 2, AT treatment -15%, hERG WT inh -2, Giardia killer 15, BCR signal inh 8%, TCR activator 1% and TSHR antagonist 9.
`O=C1NC(=O)C2(CCCCCCCCCCC2)N1` gave Tb PFK block -2%, MLL CXXC-DNA inh 4%, Coupling enz 0, AT treatment 7%, GALK inhibitor 0%, hERG WT inh 10, Giardia killer -1, BCR signal inh 3%, TCR activator -3% and TSHR antagonist -8.
`Cc1nc(Nc2nc3ccccc3o2)nc(C)c1C(=O)Nc1ccc(F)cc1` gave Tb PFK block 3%, MLL CXXC-DNA inh inconclusive, Coupling enz 4, AT treatment -2%[11.5 µM], GALK inhibitor 4%, hERG WT inh 6, Giardia killer 4, BCR signal inh 8%, TCR activator 0% and TSHR antagonist -2.
`O=C(CSc1cccc[n+]1[O-])C12CC3CC(CC(C3)C1)C2` gave Tb PFK block 1%, MLL CXXC-DNA inh -8%, Coupling enz 2, AT treatment 8%, GALK inhibitor -4%, hERG WT inh -6, Giardia killer 20, BCR signal inh inconclusive, TCR activator -2% and TSHR antagonist 0.
Screening Cc1c(C(=O)O)oc2c1C(O)CCC2 (stereo not drawn) returned Tb PFK block 6%, MLL CXXC-DNA inh 9%, Coupling enz 0, AT treatment -5%, GALK inhibitor 1%, hERG WT inh 7, Giardia killer 6, BCR signal inh 3%, TCR activator -4% and TSHR antagonist -2.
`CCCCN(C(=O)Nc1ccc(Cl)cc1)C1CCN(C(C)=O)CC1` gave Tb PFK block -6%, MLL CXXC-DNA inh -1%, Coupling enz 6, AT treatment -3%, GALK inhibitor 1%, hERG WT inh -4, Giardia killer 6, BCR signal inh inconclusive, TCR activator -3% and TSHR antagonist -11.
O=C(c1ccc2c(c1)OCO2)N(c1ccc(Br)cc1)C1C=CS(=O)(=O)C1 (stereo not drawn) was read as Tb PFK block -5%, MLL CXXC-DNA inh 4%, Coupling enz 8, AT treatment -4%, GALK inhibitor 0%, hERG WT inh 36, Giardia killer 19, BCR signal inh -4%, TCR activator -6% and TSHR antagonist -14.
COc1ccc(C(=O)Oc2cccc3cccnc23)cc1[N+](=O)[O-] was read as Tb PFK block 0%, MLL CXXC-DNA inh -24%, Coupling enz -7, AT treatment 3%[11.5 µM], GALK inhibitor -2%, hERG WT inh -2, Giardia killer -14, BCR signal inh inconclusive, TCR activator 6% and TSHR antagonist -14.
O=C(c1cn(-c2ccccc2)nc1-c1cccs1)N1CCOCC1 was read as Tb PFK block 1%, MLL CXXC-DNA inh 7%, AT treatment -1%, GALK inhibitor -4%, hERG WT inh 7, Giardia killer -1, BCR signal inh 1%, TCR activator -3% and TSHR antagonist 8.
`COC(=O)c1ccc(C2C(C(C)=O)=C(C)Nc3ncnn32)cc1` (stereo not drawn) gave Tb PFK block -3%, MLL CXXC-DNA inh -3%, Coupling enz 0, AT treatment 12%, GALK inhibitor 1%, hERG WT inh -2, Giardia killer -8, BCR signal inh -10%, TCR activator -6% and TSHR antagonist -1.
`O=C(Nc1ccc(C(=O)O)cc1)/C(=C\C=C\c1ccccc1)NC(=O)c1ccc(Br)cc1` gave Tb PFK block 6%, MLL CXXC-DNA inh -29%, Coupling enz 4, AT treatment -2%, GALK inhibitor 4%, hERG WT inh inactive, Giardia killer -22, BCR signal inh -25%, TCR activator 3% and TSHR antagonist -2.
Screening CC1CCCN(C(=O)COc2ccc(Nc3ccccc3)cc2)C1 (stereo not drawn) returned Tb PFK block -5%, MLL CXXC-DNA inh 2%, Coupling enz 0, AT treatment -3%, GALK inhibitor -2%, hERG WT inh -2, Giardia killer -5, BCR signal inh inconclusive, TCR activator 3% and TSHR antagonist 8.
Screening CC1CCN(C(=S)c2ccc3c(c2)OCO3)CC1 returned Tb PFK block 1%, MLL CXXC-DNA inh -6%, Coupling enz 3, AT treatment 2%, GALK inhibitor 0%, hERG WT inh -5, Giardia killer 5, BCR signal inh 0% and TSHR antagonist 4.
For OC1CCN(Cc2cccc(Oc3ccccc3)c2)CC1 the results were Tb PFK block 1%, MLL CXXC-DNA inh -1%, Coupling enz -1, AT treatment 1%, GALK inhibitor 2%, hERG WT inh 3, Giardia killer 4, BCR signal inh -5%, TCR activator 1% and TSHR antagonist -4.
CCCC(=O)OCCNc1cc(Sc2nc3ccccc3[nH]2)c2nonc2c1[N+](=O)[O-] was read as Tb PFK block 21µM*, MLL CXXC-DNA inh 6%, Coupling enz -13, AT treatment -6%, GALK inhibitor 1%, hERG WT inh -1, Giardia killer -6, BCR signal inh inconclusive, TCR activator 5%[46.1 µM] and TSHR antagonist -42.

Compound activity: PubChem BioAssay, National Center for Advancing Translational Sciences (NCATS)
